# Assay outcomes as filed in PubChem BioAssay.
# TDP1 cell noCPT = qHTS for Inhibitors of human tyrosyl-DNA phosphodiesterase 1 (TDP1): qHTS in cells in absence of CPT; DT40 Tdp1-/- hTDP1 cells, no CPT, ATP luminescence, 48 h; AID 686978, 2013; Potency, µM (series often up to 46.2 µM), for the others: top-dose activity change, negative = growth inhibition, usual class: inhibitors; 15% of 420,000 active; also: nearly all actives have a fitted effect of over 55% in size
#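 Luminescent ATP content (CellTiter-Glo) served as the growth readout. Knockout chicken DT40 cells expressing human TDP1 were exposed to compounds without camptothecin for a minimum 48 hr at 37 °C.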
# TDP1 cell CPT = qHTS for Inhibitors of human tyrosyl-DNA phosphodiesterase 1 (TDP1): qHTS in cells in presence of CPT. chicken DT40 Tdp1-/-;hTDP1 cells + 20 nM CPT, ATP luminescence, 48 h. Potency, µM (doses to about 46.2 µM), without a hit: at the top dose activity change, negative = growth inhibition, actives largely listed as inhibitors. 12% of 420,000 active. AID 686979, 2013; also: nearly all actives have a fitted effect of over 55% in size
#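 Chicken DT40 Tdp1-/- cells complemented with human TDP1, 400 cells/well, exposed to compounds plus 20 nM camptothecin for at least 48 h at 37 C; viability read as ATP content by CellTiter-Glo luminescence.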
# KAT2A inh = qHTS Assay for Inhibitors of GCN5L2. Histone acetyltransferase KAT2A (Homo sapiens), Q92830. GCN5L2 HAT assay, ThioGlo1 CoA-SH fluorescence. Potency, µM (highest dose often 58.9 µM), for inactives: at the top dose activity change, negative = inhibition, most hits filed as inhibitors. 0.21% of 390,000 active
# Target sequence (Q92830 whole entry, looked up): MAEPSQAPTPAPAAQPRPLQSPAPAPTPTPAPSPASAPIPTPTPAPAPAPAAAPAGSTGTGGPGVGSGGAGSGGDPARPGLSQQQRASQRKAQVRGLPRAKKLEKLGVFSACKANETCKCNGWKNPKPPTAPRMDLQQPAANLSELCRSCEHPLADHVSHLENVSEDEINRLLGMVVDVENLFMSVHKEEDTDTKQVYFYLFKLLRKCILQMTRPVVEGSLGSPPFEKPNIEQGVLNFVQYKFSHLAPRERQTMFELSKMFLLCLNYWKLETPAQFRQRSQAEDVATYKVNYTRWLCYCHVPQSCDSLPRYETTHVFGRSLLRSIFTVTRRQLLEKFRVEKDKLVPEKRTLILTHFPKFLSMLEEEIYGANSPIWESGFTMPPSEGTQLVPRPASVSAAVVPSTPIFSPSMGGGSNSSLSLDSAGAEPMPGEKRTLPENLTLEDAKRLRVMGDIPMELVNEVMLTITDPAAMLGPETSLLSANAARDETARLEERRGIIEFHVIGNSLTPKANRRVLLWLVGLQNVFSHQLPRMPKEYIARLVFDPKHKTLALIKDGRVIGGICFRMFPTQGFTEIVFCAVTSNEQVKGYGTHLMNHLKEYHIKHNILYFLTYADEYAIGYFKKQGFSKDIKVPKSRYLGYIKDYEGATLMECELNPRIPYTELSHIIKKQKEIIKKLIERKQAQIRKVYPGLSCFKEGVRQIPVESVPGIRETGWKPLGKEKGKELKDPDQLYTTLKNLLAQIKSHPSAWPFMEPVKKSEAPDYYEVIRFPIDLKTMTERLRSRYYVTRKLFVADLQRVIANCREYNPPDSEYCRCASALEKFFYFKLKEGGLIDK
#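 Fluorescence readout, Ex340nm/Em540nm: ThioGlo1 (50uM final) reacts with free CoA thiol released as 20nM GCN5L2 acetylates H3(1-25) peptide (75uM) using acetyl-CoA (70uM). Compound and enzyme sat 15 min beforehand; 20 min room-temperature reaction.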
# Active calls of the source: *; ? = inconclusive; / = not tested or not shown; & = joins results of further samples; [ ] = another dose, or the depositor's remark. Calls follow the shape of the dose curve; as a rule, active = well fitted curve in the direction sought with a large enough effect; inconclusive = small, poorly fitted or top-dose-only effect, or another doubt; inactive = no such curve, though single readings can be large; an effect the other way counts as inactive or inconclusive. % is scaled to controls: 0 for no effect and ±100 for the full control effect; potency is read from the fitted curve at half-maximal effect.
SMILES,TDP1 cell noCPT,TDP1 cell CPT,KAT2A inh
O=P(O)(O)Cc1c(Cl)cccc1Cl,-6%,4%,3%
Cc1ccc(S(=O)(=O)N2Cc3cc(-c4cccc(F)c4)ccc3-n3nncc3C2)cc1,-22%,-4%,/
CCOCCCNC(=O)c1c[nH]c2ccc(S(=O)(=O)N(C)c3ccc(Cl)cc3F)cc2c1=O,16µM*,23µM*,-2%
C=C1C([C@@H](O)C[C@H](C)C2O[C@@]3(CCCCO3)CC[C@H]2C)OC2CC[C@@]3(CC[C@@H](/C=C/[C@@H](C)C4CC(C)=C[C@]5(O4)O[C@H](C[C@@](C)(O)C(=O)O)CCC5O)O3)OC2[C@@H]1O (stereo partly drawn),0.01µM*,0.013µM*,2%
CSc1ccc(CN2CCN(Cc3ccccc3Cl)CC2)cc1,?,?,-13%
COC(=O)C1=C(c2cccc(OC)c2OC)C[C@@H]2CC[C@H]1N2C(=O)NCCNC(C)=O,-2%,0%,/
COc1cc(C(=O)N2C[C@H]3C[C@@H](C2)c2cccc(=O)n2C3)cc(OC)c1OC,10%,10%,-2%
CN1CCN(c2ccc3c(c2)S(=O)(=O)c2ccccc2C3=O)CC1,?,?,/
Cc1nn(-c2nccs2)c2c1C(=O)CC(C)(C)C2Br (stereo not drawn),16µM*,?,/
c1ccc2nc3ccccc3cc2c1,13µM*,10µM*,-1%
CC1(C)C(C(Cl)Cl)C2(Cl)C(Cl)C(Cl)C1(Cl)C2(Cl)Cl (stereo not drawn),-14%,?,3%
CN1C(=O)[C@@H](NC(=O)c2cc3ccccc3[nH]2)N=C(c2ccccc2)c2ccccc21,?,?,10%

# Not a retest: entries from further up.
SMILES,TDP1 cell noCPT,TDP1 cell CPT,KAT2A inh
O=P(O)(O)Cc1c(Cl)cccc1Cl,-6%,4%,3%
Cc1ccc(S(=O)(=O)N2Cc3cc(-c4cccc(F)c4)ccc3-n3nncc3C2)cc1,-22%,-4%,/
CCOCCCNC(=O)c1c[nH]c2ccc(S(=O)(=O)N(C)c3ccc(Cl)cc3F)cc2c1=O,16µM*,23µM*,-2%
C=C1C([C@@H](O)C[C@H](C)C2O[C@@]3(CCCCO3)CC[C@H]2C)OC2CC[C@@]3(CC[C@@H](/C=C/[C@@H](C)C4CC(C)=C[C@]5(O4)O[C@H](C[C@@](C)(O)C(=O)O)CCC5O)O3)OC2[C@@H]1O (stereo partly drawn),0.01µM*,0.013µM*,2%
CSc1ccc(CN2CCN(Cc3ccccc3Cl)CC2)cc1,?,?,-13%
COC(=O)C1=C(c2cccc(OC)c2OC)C[C@@H]2CC[C@H]1N2C(=O)NCCNC(C)=O,-2%,0%,/
COc1cc(C(=O)N2C[C@H]3C[C@@H](C2)c2cccc(=O)n2C3)cc(OC)c1OC,10%,10%,-2%
CN1CCN(c2ccc3c(c2)S(=O)(=O)c2ccccc2C3=O)CC1,?,?,/
Cc1nn(-c2nccs2)c2c1C(=O)CC(C)(C)C2Br (stereo not drawn),16µM*,?,/
c1ccc2nc3ccccc3cc2c1,13µM*,10µM*,-1%
CC1(C)C(C(Cl)Cl)C2(Cl)C(Cl)C(Cl)C1(Cl)C2(Cl)Cl (stereo not drawn),-14%,?,3%
CN1C(=O)[C@@H](NC(=O)c2cc3ccccc3[nH]2)N=C(c2ccccc2)c2ccccc21,?,?,10%

# Next part
SMILES,TDP1 cell noCPT,TDP1 cell CPT,KAT2A inh
COc1ccc2c(c1)c(=O)c(C(=O)c1ccc(Cl)cc1)cn2CC(=O)Nc1ccc2c(c1)OCCO2,21µM*,18µM*,-13%
C[C@H]1[C@@H](c2ccccc2)O[C@@H](c2ccccc2Br)N1C,?,?,-3%
COC(=O)C1=C(N)OC(C)=C(C(C)=O)C12C(=O)N(C)c1ccccc12 (stereo not drawn),21µM*,?,0%
CCOc1ccc(CC(=O)Nc2ccc3c(c2)N(C)C(=O)c2ccccc2S3)cc1OCC,?,?,-2%
CCOc1ccc(-c2nc(CSCC(=O)NCCc3ccc(OCC)c(OCC)c3)c(C)o2)cc1,16µM*,15µM*,-6%
COc1ccccc1N1CCN(Cc2cccc(Br)c2)CC1,?,?,-7%
CCOC(=O)c1oc2ccc(S(=O)(=O)n3nc(-c4ccc(Cl)cc4)cc3N)cc2c1C,12µM*,23µM*,-11%
CN1C(=O)N(C)C(=O)C(NS(=O)(=O)c2ccc(N)cc2)(c2ccccc2)C1=O,-4%,-1%,/
COc1ccc(-c2cc(C(=O)N3CCC4(CC3)OCCO4)c3ccccc3n2)cc1,?,?,-16%
CSc1ccc(CN2CCN(C(=O)COc3ccc(C)cc3)CC2)cc1,18µM*,?,-10%&-7%
CC(=O)OC1CCC23C(=O)OC45CCC(C6=CC(=O)OC6)C4(C)CCC2C5CCC3(O)C1 (stereo not drawn),10µM*,12µM*,1%
COc1cccc(C2C([N+](=O)[O-])=C(N)Oc3c2c(=O)oc2ccccc32)c1 (stereo not drawn),-11%,-9%,-1%
Cc1ccc(OC(=O)N(C)C[C@@H]2OCc3cnnn3CCCC(=O)N([C@H](C)CO)C[C@@H]2C)cc1,-21%,2%,/
COc1ccc(NC2=NCCCS2)cc1OC,-2%,14%,-2%
O=C1NC(=O)C(C2CCCCCC2)C(=O)N1,-10%,-2%,/
O=c1c2ccccc2[nH]c(=S)n1-c1ccc(Br)cc1,-17%,-14%,-2%
Ic1ccccc1CN[C@@H]1C2CCN(CC2)[C@@H]1C(c1ccccc1)c1ccccc1,6.5µM*,12µM*,-5%
CC1CN(O)C2CCc3c(no[n+]3[O-])C12O (stereo not drawn),-14%,-17%,/
O=C(CN1CCOCC1)c1ccc(Br)cc1,-8%,-2%,-19%
CCOC(=O)[C@]12Cc3c(cc(OC)c(OC)c3OC)[C@H]1N(Cc1ccccc1)C(=O)c1ccccc12,16µM*,?,/
N=c1sccn1Cc1ccc(Cl)cc1Cl,?,?,-5%
Oc1ccc2c3c1O[C@H]1[C@@H](O)CC[C@@]4(O)[C@@H](C2)N(CC2CCC2)CC[C@]314,0%&9%&-28%,3%&13%&0%,4%&-8%
CC(C)OC1CCCC(O)C1CC(=O)O (stereo not drawn),1%,7%,0%
CN1CCc2cc(O)cc3c2C1Cc1ccc(O)c(O)c1-3 (stereo not drawn),2.1µM*,2.6µM*,-21%
COc1ccc(Cl)cc1N=Cc1c(O)n(C)c(=O)n(C)c1=O,1%,7%,17%
NC1=NC(=O)N2CC12 (stereo not drawn),?,?,1%
CCOc1ccc(C(=O)Nc2ccc3nc(SCC(=O)N4CCCC4)sc3c2)cc1,?,?,-10%
N#CCCn1cc(C(=O)Nc2ccccc2Br)c(-c2ccc([N+](=O)[O-])cc2)n1,?,-23%,3%
COc1ccccc1N1CCN(Cc2c[nH]c3ccccc23)CC1,5.8µM*,4.1µM*,-23%
COc1ccccc1-n1c(-c2ccccc2Br)nc2ccccc2c1=O,18µM*,23µM*,-6%
Oc1ccc(/C=N/NP(=S)(c2ccccc2)c2ccccc2)cc1O,-19%,-29%,-2%
Cc1cnc(SCc2ccccn2)nc1C1CCCN(C(=O)c2cccc(-c3cccc(F)c3)c2)C1 (stereo not drawn),16µM*,-7%[9.04 µM],/
CC(CCC(=O)O)C1CCC2C3C(=O)CC4CC(=O)CC[C@@]4(C)C3CC(=O)[C@]12C (stereo partly drawn),-4%,6%,9%
CC(NCc1ccccc1C(F)(F)F)C(O)c1ccccc1 (stereo not drawn),-24%,-1%,-6%
COC(=O)Nc1ccc(N=C(N)N[N+](=O)[O-])cc1,-18%,-15%,-13%
C/C=C1/C[N+]2(C)CCC34C(=C(C=O)[C@H]1C[C@@H]32)Nc1ccccc14 (stereo partly drawn),-7%,-20%,-22%
COc1ccc(C(C)=O)cc1CC1(C)C(=O)Nc2ccc(-c3ccccc3OC)cc21 (stereo not drawn),?,?,/
COc1ccc(CN2Cc3cnnn3-c3ccccc3C2C#N)cc1 (stereo not drawn),1.8µM*,1.8µM*,/
O=C(N/N=C/c1ccccc1OC(=O)N1CCOCC1)c1cccs1,4.6µM*,4.1µM*,-4%
Cn1cc(CCC(=O)N2CCC3(CC2)OCCO3)c2ccccc21,-18%,-27%,-9%
CSCCC(c1nnnn1-c1c(C)cccc1C)N1CCC(n2c(=O)[nH]c3ccccc32)CC1 (stereo not drawn),18µM*,26µM*,/
O=C(Cn1c(=O)nc(-c2ccccc2)c2cc(Cl)ccc21)NCc1ccccc1,16µM*,7.3µM*,-4%
O=C1NCN(c2ccccc2)C12CCN(C[C@H]1COc3ccccc3O1)CC2,-25%,9%,/
Cc1cccc(NC(=O)C2CCCN(S(=O)(=O)c3ccc4c(c3)oc(=O)n4C)C2)c1 (stereo not drawn),?,?,-6%&-3%
COC(=O)C1=C(c2cccc(OCc3ccccc3)c2)C[C@@H]2CC[C@H]1N2C(=O)NCCOc1ccccc1,21µM*,?,-12%
CCn1cc(C(=O)O)c(=O)c2ccc(C)nc21,?,?,-15%
COc1cc(C)c(C(=O)CC(=O)c2c(C)cc(OC)cc2C)c(C)c1,12µM*,15µM*,/
COC(=O)c1cc2c(cn1)[nH]c1ccccc12,0%,21%,/
COc1ccc2[nH]c(C)c(CCNCc3cc(OC)c4c(c3)OCO4)c2c1,?,?,2%
O=C(O)c1ccccc1NC(=O)N1C[C@H]2C[C@@H](C1)c1cccc(=O)n1C2,7%,14%,-15%
CCCN(CCC)C1CCc2cccc(O)c2C1 (stereo not drawn),-6%&-15%,2%&-2%,-4%
CC1(C)C(C(=O)NN2C(=O)c3ccccc3C2=O)C1(C)C,1%,-1%,-2%
COC(=O)C12CCc3cc(OC)ccc3C1=CC(=O)C2 (stereo not drawn),?,11%,/
C/C(=N\NC(=O)c1ccncc1)c1c(O)n(Cc2ccccc2)c(=O)[nH]c1=O,?,-6%,-5%
C=CCn1c(O)c(C(C)=NCCO)c(=O)[nH]c1=O,-10%,-10%,-4%
Fc1ccccc1N1CCN(Cc2c(F)cccc2F)CC1,-9%,-19%,-4%
CCC1CO/C(=C(\C(Cl)=C(Cl)Cl)[N+](=O)[O-])N1Cc1ccc(Cl)nc1 (stereo not drawn),2%,-16%,-4%
CCOC(=O)c1ccc(NC(=O)c2c(O)[nH]c(=O)[nH]c2=O)cc1,?,?,?
CCC(=O)Nc1cc(C(=O)N2CCC3(CC2)OCCO3)ccc1S(=O)(=O)c1ccc(C)cc1,-11%,7%,32%[activator]
CCC1(C)OC(c2ccccc2)=C/C(=C/C=C2C(=O)NC(=O)NC2=O)O1 (stereo not drawn),?,?,-1%
# Additional structures
SMILES,TDP1 cell noCPT,TDP1 cell CPT,KAT2A inh
N#Cc1ccc(NC(=O)CN2CCCC2)cc1Cl,?,-6%,-6%
Cc1cc(/C=C2\C(=O)NC(=O)N(c3ccc(F)cc3)C2=O)c(C)n1-c1cccc(C(=O)O)c1,12%,6%,-7%
CN1C(=O)C(=Cc2sc(=O)n(-c3ccccc3)c2N(C)C)C(=O)N(C)C1=O,?,16µM*,1%
c1ccc2sc(N3CCNCC3)nc2c1,-1%,20%,3%
Cc1nccc2c1[nH]c1ccc(Br)cc12,23µM*,?,-4%
N#Cc1ccc(NC(=O)CN2C(=O)NC3(CCCC3)C2=O)cc1Cl,?,-3%,-1%
CC(=O)NC(Cc1ccc(N(CCCl)CCCl)cc1)C(=O)NC(C(=O)O)C(C)C (stereo not drawn),-21%,-9%,4%
O=S(=O)(c1ccc(Cl)cc1)N1CCCCC1c1cccnc1 (stereo not drawn),?,?,-19%
COC(=O)C1=C(c2ccc(F)cc2OCc2ccccc2)C[C@@H]2CC[C@H]1N2C(=O)NCCOc1ccccc1Cl,16µM*,21µM*,-11%
CN1CCN(Cc2c(F)cccc2Cl)CC1,-19%,-2%,0%
Cc1cccnc1-n1c(C)nc2ccccc2c1=O,-7%,-19%,/
CC(C)CC1C(C#N)=C(N)Oc2c1c(=O)oc1ccccc21 (stereo not drawn),?,?,-9%
CCC1(O)CCC2C3CCC4=CC(=O)CCC4C3CCC21CC (stereo not drawn),21µM*,23µM*,/
CCCCCn1c(=O)c(C(=O)Nc2cccc(C)n2)c(O)c2ccccc21,?,29%,?
CC(C)c1ccc(NC(=O)N2C[C@H]3C[C@@H](C2)c2cccc(=O)n2C3)cc1,5%,-20%,-10%
CCOc1ccc(C(=O)Nc2cc(NC(=O)c3ccco3)ccc2OC)cc1Br,?,?,-1%
COc1ccc(CNCCc2ccc3c(c2)OCO3)c(OC)c1OC,-22%,?,-6%
CCOc1ccc(-n2c(O)c(C=Nc3ccc(N(CC)CC)cc3)c(=O)[nH]c2=O)cc1,?,-30%,4%
COc1ccccc1OCCCn1cc(C(=O)C2CC2)c2ccccc21,?,?,-15%
CCc1ccc(-n2nc(C)c3c2NC(=O)CSC3c2ccccc2C)cc1 (stereo not drawn),18µM*,?,-3%
Cc1ccc(CN2CCN(C)CC2)c(C)c1,4%,-13%,-3%

# Not all compounds are listed; count on the stated rates, not on these rows.
